MRP reversal: reversal of MRP1-mediated doxorubicin resistance, primary screen, H69AR cells, doxorubicin co-treatment; H69AR cells + 2 uM doxorubicin, CellTiter-Glo, 72 h; differential viability (reversal), % at 10 µM; 0.04% of 85,000 active; AID 602, 2007;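 active = viability drop by adding the cancer drug above about 55%, with treated viability meeting a 40% cutoff, limit read from the data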;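 also: viability without doxorubicin minus viability with 2 µM doxorubicin for each compound; larger differential means the compound sensitizes cells more to doxorubicin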
IL1B NFkB pot: enhancers of NFkB p65 translocation in HUVEC – imaging, IL-1B stimulus, high-content imaging, primary screen; 0.3% of 94,000 active; HUVEC IL-1B NFkB p65 nuclear translocation imaging; activation, % at 2 µM;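 active = activation above 40%, about the mean plus 3 SD, also judged a hit on visual image review; inconclusive = activation above 40% but not a hit on visual review; inactive = activation not above 40% and no visual hit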;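 also: percent activation is computed from the nuclear over cytoplasmic p65 intensity ratio; values of inactives mirror those of a sister screen read the other way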
Bcl-B displacement: displacers of TR3 peptide from Bcl-B, primary screen, selectivity assay for Bfl-1 inhibitor project, biochemical, fluorescence polarization; AID 748, 2007; 0.11% of 96,000 active; displacement, % at 20 µM, or IC50 in µM where a hit was titrated; FP displacement of FITC-TR3 peptide from Bcl-B; higher % means a stronger effect;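 active = displacement above 50% at 20 µM plus a fluorescence interference ratio under 1.5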;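 also: plate controls were wells without compound for no effect and wells lacking Bcl-B protein for full effect; a part of the inactive calls stands beside numbers as strong as those of hits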
PLAP inhibitors HTS: PLAP enzyme inhibitors, biochemical, luminescence, HTS (AID 690); purified PLAP, luminescent substrate; higher % means a stronger effect; one-dose inhibition, % at 20 µM; IC50 in µM for titrated hits; 0.08% of 96,000 active; in the data active = a potency from the dose series; inactive = the rest, 99 in 100 with inhibition below about 30%; also: strong numbers were not always called active
NFkB transloc inh: inhibitors of IL-1B driven NFkB p65 nuclear import, primary screen, imaging, HUVEC, IL-1B stimulus, high-content imaging. 0.43% of 94,000 active. inhibition, % at 2 µM. HUVEC IL-1B NFkB p65 nuclear translocation imaging;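 active = inhibition above about 30% together with a positive call from visual inspection of the well image, limit read from the data; inconclusive = inhibition above a set limit but visual check negative; inactive = inhibition not above a set limit, visual check negative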;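 also: nuclear over cytoplasmic p65 intensity ratio measured by imaging; 0% = IL-1B stimulated DMSO wells and 100% = unstimulated DMSO wells; values of inactives mirror those of a sister screen read the other way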
MRP reversal cytotoxicity: second read-out of MRP reversal, no call of its own (marks repeat the call); viability, %; H69AR cells, CellTiter-Glo, 72 h; measured here: cytotoxicity without doxorubicin
MRP reversal with doxorubicin: further read-out of MRP reversal, marked with its call; viability, %; measured here: viability with 2 uM doxorubicin; active compounds read low
NFkB transloc inh cell count 2 µM: second read-out of NFkB transloc inh, no call of its own (marks repeat the call); cell count; measured here: cells passing quality filter;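 raw number of nuclei counted in each imaged well without normalization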
IL1B NFkB pot cell count 2 µM: second read-out of IL1B NFkB pot, no call of its own (marks repeat the call); cell count; measured here: cells passing quality filter
Active calls of the source: *; u = inconclusive; x = no result given. This is a subset. The share of hits here may be higher or lower than overall.

SMILES	MRP reversal	MRP reversal cytotoxicity	MRP reversal with doxorubicin	IL1B NFkB pot	IL1B NFkB pot cell count 2 µM	Bcl-B displacement	PLAP inhibitors HTS	NFkB transloc inh	NFkB transloc inh cell count 2 µM
O=C(CCCCn1c(=O)[nH]c2ccccc2c1=O)N1CCN(c2cccc(C(F)(F)F)c2)CC1	-32	51	83	-16	94	-3%	0%	16	94
Cc1nc2sc3c(c2c(=O)[nH]1)CCC3	1	93	92	x	x	-1%	-35%	x	x
Cc1cccc(N2C(=O)CC(N3CCN(c4ccccc4)CC3)C2=O)c1 (stereo unspecified)	-7	96	103	4	71	3%	-54%	-12	182
COc1ccc(CCN2C(=O)c3ccncc3C2=O)cc1OC	-2	98	100	-7	177	-4%	9%	7	177
Cc1cc(C)c2c(=O)[nH]n(C(C)C)c2n1	2	92	90	x	x	3%	21%	x	x
N#CC1=C(N)OC2=C(C(=O)CC(c3ccco3)C2)C1c1ccc(OCc2c(F)cccc2Cl)cc1 (stereo unspecified)	5	87	83	-4	147	4%	-9%	4	147
COc1ccc(OC)c(S(=O)(=O)N2CCC(C(=O)NCc3ccccc3)CC2)c1	2	88	87	-5	92	-11%	-35%	5	92
C1CCN(c2nc3nonc3nc2N2CCCC2)C1	x	x	x	6	206	-6%	-8%	-6	206
CC1CCCCC1NC(=O)CCS(=O)(=O)c1cccc2nonc12 (stereo unspecified)	11	100	90	x	x	-10%	7%	x	x
Cc1ccc(CNC(=O)c2ccc3c(=O)n(CC4CCCO4)c(=S)[nH]c3c2)cc1 (stereo unspecified)	13	102	89	10	178	-2%	-35%	-10	178
COc1ccc(OC)c(S(=O)(=O)Nc2ccccc2SC)c1	12	99	87	15	163	x	x	-15	163
O=C(COc1ccc(Cl)cc1)Nc1cnn(Cc2c(Cl)cccc2Cl)c1	x	x	x	-2	153	1%	2%	2	153
COc1ccc(C(=O)Nc2ccccc2N2CCN(C(=O)C(C)C)CC2)cc1Cl	-4	84	88	12	114	x	x	-12	114
CC(NC(=O)C1C(=O)N(CCO)C2(C)CC1c1ccccc1O2)c1ccccc1 (stereo unspecified)	14	98	84	24	103	0%	-27%	-24	103
COc1ccc(S(=O)(=O)Nc2ccccn2)cc1OC	1	99	97	18	162	-1%	-16%	-18	162
N/C(=N\c1nc(CSc2ccc(Cl)cc2)cc(=O)[nH]1)Nc1cccc2ccccc12	x	x	x	4	143	0%	-49%	-4	143
COC(=O)C1CCN(C(=O)c2cc3ccccc3oc2=O)CC1	4	95	91	8	176	2%	-22%	-8	176
CC1(C)OC(=O)C(=CNc2ccc(F)cc2)C(=O)O1	2	88	86	-6	152	0%	19%	6	152
COC(=O)CSc1nc2ncccc2[nH]1	-5	102	107	-10	142	2%	-12%	10	142
COC(=O)Cn1c(CN2CCc3ccccc3C2)nc2c1c(=O)n(C)c(=O)n2C	6	99	93	18	162	-2%	-36%	-18	162
CCC1(C(=O)O)NC(c2cccc(OC)c2O)C2C(=O)N(c3ccccc3)C(=O)C21 (stereo unspecified)	3	97	94	x	x	-2%	-10%	x	x
CCS(=O)(=O)c1ccc(O)c(NC(=O)COc2ccccc2)c1	x	x	x	0	153	-2%	6%	0	153
COC(=O)c1sccc1NC(=O)/C=C/c1c(Cl)cccc1Cl	x	x	x	19	160	2%	-9%	-19	160
O=C(Cn1ccc2ccccc2c1=O)N1CCN(c2cccc(Cl)c2)CC1	3	98	95	-13	143	-6%	8%	13	143
c1ccc(CSc2nnnn2-c2ccc3c(c2)OCCO3)nc1	0	88	88	9	181	11%	12%	-9	181
More results.
SMILES	MRP reversal	MRP reversal cytotoxicity	MRP reversal with doxorubicin	IL1B NFkB pot	IL1B NFkB pot cell count 2 µM	Bcl-B displacement	PLAP inhibitors HTS	NFkB transloc inh	NFkB transloc inh cell count 2 µM
CCCNC(=O)N1CCN(S(=O)(=O)c2ccc(C)c(C)c2)CC1	18	96	78	3	132	x	x	-3	132
Cc1ccc(S(=O)(=O)Nc2nc3ccccc3nc2NCc2ccco2)cc1C	-2	84	86	-10	102	-32%	-5%	10	102
CCOc1ccc(S(=O)(=O)N(CC(=O)N2CCc3ccccc32)Cc2ccco2)cc1	9	80	72	x	x	-17%	-22%	x	x
CCCOc1ccc(C(=O)N2CCN(c3ccc(N)cc3Cl)CC2)cc1	12	100	87	6	88	2%	-13%	-6	88
CCCNC(=O)c1cn(CC)c2cc(N3CCN(C)CC3)c(F)cc2c1=O	-23	55	78	-4	119	-1%	-49%	4	119
COC(=O)c1ccccc1NC(=O)c1ccc2c(c1)OCCO2	14	88	74	7	133	-10%	6%	-7	133
CC1(C)CC(=O)C(C=NCCN2CCN(CCc3ccccc3)CC2)=C(O)C1	14	96	82	-9	96	x	x	9	96
CCOC(=O)c1[nH]c(C)c(/C(O)=C2\C(=O)C(=O)N(CCCN(CC)CC)C2c2cccnc2)c1C (stereo unspecified)	-10	98	107	3	167	x	x	-3	167
Cc1cc2nc(CCN(Cc3cccnc3)C(=S)Nc3ccccc3)[nH]c2cc1C	x	x	x	0	136	6%	-33%	0	136
CCC(=O)N1CN(S(=O)(=O)c2ccc(C)cc2)CC1C (stereo unspecified)	-5	99	104	7	95	-3%	9%	-7	95
COc1ccc(Br)cc1CN1CCCC(C(=O)N2CCCCC2)C1 (stereo unspecified)	18	89	71	7	178	1%	-27%	-7	178
COCCn1c(SCc2cccnc2)nnc1-c1c[nH]c2ccccc12	16	92	76	x	x	-10%	2%	x	x
Cc1ccc(CN(CC(=O)N/N=C/c2ccco2)S(=O)(=O)c2ccc(C)cc2)cc1	x	x	x	15	178	-24%	-33%	-15	178
Cc1ccc(CCNC(=O)C2CCCN2S(=O)(=O)c2ccc3c(c2)CCC(=O)N3)cc1 (stereo unspecified)	26	102	76	4	63	0%	-28%	-4	63
Cc1ccc(OCC(=O)OCC(=O)c2c(N)n(C)c(=O)n(C)c2=O)cc1C	21	107	86	14	188	-4%	6%	-14	188
CCCOC(=O)c1[nH]c2c(c1C)C(=O)CC(c1cc(OC)c(OC)c(OC)c1)C2 (stereo unspecified)	-1	80	81	x	x	-4%	-6%	x	x
CCN(CC)C(=O)C1CCCN(Cc2sccc2C)C1 (stereo unspecified)	7	92	85	15	164	-11%	4%	-15	164
CCOc1ccc(-c2c(C#N)c(N)nc3c2c(=O)n(C)c(=O)n3C)cc1OC	-4	79	82	2	102	-8%	7%	-2	102
CCOC(=O)N1CCC(Nc2c(NCCN3CCN(c4ccccc4F)CC3)c(=O)c2=O)CC1	-3	93	95	-8	180	0%	-65%	8	180
COc1ccccc1NC(=O)NCCCN1CCN(c2cccc(Cl)c2)CC1	2	75	73	1	75	0%	-50%	-1	75
Cc1ccc(C)n1-c1cccc(N)c1	-11	85	96	-2	202	-22%	-29%	2	202
COc1ccccc1-c1cc(C(F)(F)F)nc(N2CCOCC2)n1	11	93	81	2	127	8%	-4%	-2	127
O=C(CCCN=C1NS(=O)(=O)c2ccccc21)OCC(=O)N1CCc2ccccc21	8	92	84	-10	122	-9%	9%	10	122
O=C1OC(c2ccccc2)=N/C1=C/c1cccc(OC(=O)c2cccs2)c1	x	x	x	-10	115	x	x	10	115
Cn1cc(Cl)c(C(=O)Nc2cccc(Cl)c2Cl)n1	12	102	90	18	107	-1%	17%	-18	107
(list continues)
SMILES	MRP reversal	MRP reversal cytotoxicity	MRP reversal with doxorubicin	IL1B NFkB pot	IL1B NFkB pot cell count 2 µM	Bcl-B displacement	PLAP inhibitors HTS	NFkB transloc inh	NFkB transloc inh cell count 2 µM
NS(=O)(=O)c1ccc(CCNC(=O)COC(=O)C2CCCN2C(=O)c2cccs2)cc1 (stereo unspecified)	4	102	99	-12	205	0%	7%	12	205
CCOc1ccc(NC(=O)c2ccc(Br)o2)c([N+](=O)[O-])c1	x	x	x	24	165	-22%	6%	-24	165
c1ccc2c(c1)OCC(c1nnc3sc(-c4ccc5c(c4)OCO5)nn13)O2 (stereo unspecified)	-7	82	90	-6	110	-24%	-32%	6	110
COc1ccc(-c2cc(C(F)F)n3ncc(C(=O)N4CCN5CCCC5C4)c3n2)cc1 (stereo unspecified)	-40	38	78	36	190	-1%	-52%	-36	190
CC(C)(C)C(=O)NC(=S)Nc1ccccc1F	x	x	x	0	166	-21%	6%	0	166
Cc1ccc(CC(=O)Nc2cccc(C)n2)cc1	-11	86	97	1	90	-7%	21%	-1	90
CCOC(=O)C1CCN(C(c2cccc(OC)c2)c2sc3nc(C)nn3c2O)CC1 (stereo unspecified)	12	101	88	x	x	-1%	-39%	x	x
CCOC(=O)c1c(C)oc2c1c1c(c3ccccc32)OCN(Cc2ccccn2)C1	x	x	x	1	150	16%	-25%	-1	150
O=C(COC(=O)CCCN1C(=O)c2ccccc2C1=O)Nc1ncc(Cl)cc1Cl	5	85	80	u	x	44%	-56%	-46	158
Cn1ccnc1SCC(=O)c1ccc(Br)cc1	-47	29	75	-2	195	4%	6%	2	195
O=C(NC1(C(F)(F)F)NC(=O)N(CC2CCCCC2)C1=O)c1ccco1 (stereo unspecified)	-5	100	105	2	90	-13%	17%	-2	90
Cc1nc(CNS(=O)(=O)c2ccc3c(c2)OCCO3)cs1	-3	96	99	59*	146*	-5%	18%	-59	146
CCC(C)n1c(SCC(=O)Nc2ccccc2C(F)(F)F)nc2ccsc2c1=O (stereo unspecified)	11	91	79	3	139	2%	-2%	-3	139
Cn1c(=O)oc2cc(S(=O)(=O)NCCN3CCN(c4ccccc4F)CC3)ccc21	-10	83	93	-2	56	-4%	11%	2	56
COc1cc(C2CC(=O)N3CN(Cc4ccccc4)CSC3=C2C#N)ccc1OCc1ccccc1 (stereo unspecified)	15	91	76	28	181	-27%	-46%	-28	181
COc1ccc(C(=O)Nc2cc(C)c3c(=O)oc4ccccc4c3n2)cc1	2	39	37	3	166	-5%	9%	-3	166
COc1ccc(-c2nc(-c3cccc(C)c3)nc(N3CCN(C)CC3)c2C#N)cc1	x	x	x	18	101	-2%	0%	-18	101
COc1ccc(-n2c(=O)cc(N3CCCCCC3)[nH]c2=O)cc1	-2	93	95	0	151	-1%	-15%	0	151
CSc1nnc(C)c(/C=C/Nc2ccc(Cl)cc2)n1	x	x	x	-7	112	-19%	-10%	7	112
O=C(N/N=C/c1cn(-c2ccccc2)nc1-c1ccc(F)cc1)c1ccc(Br)o1	x	x	x	x	x	-6%	1%	x	x
Cc1cc(Nc2ccc(C(=O)O)cc2)n2nc(C)nc2n1	5	89	85	11	65	-1%	-5%	-11	65
O=C(Cc1ccc(-n2cccc2)cc1)N1CCN(c2ccccc2F)CC1	13	99	85	2	183	8%	9%	-2	183
CCCn1c(SCC(=O)Nc2cccc(C(=O)OC)c2)nnc1-c1cccnc1	15	86	71	7	103	14%	-30%	-7	103
CCOC(=O)c1c(-c2cccs2)csc1NC(=O)COC(=O)c1c(C)noc1C	14	90	76	8	108	-27%	-17%	-8	108

An excerpt of these results, with each value named:
COc1ccc(C(=O)Nc2cc(C)c3c(=O)oc4ccccc4c3n2)cc1
  MRP reversal: 2
  MRP reversal cytotoxicity: 39
  MRP reversal with doxorubicin: 37
  IL1B NFkB pot: 3
  IL1B NFkB pot cell count 2 µM: 166
  Bcl-B displacement: -5%
  PLAP inhibitors HTS: 9%
  NFkB transloc inh: -3
  NFkB transloc inh cell count 2 µM: 166
Cc1nc(CNS(=O)(=O)c2ccc3c(c2)OCCO3)cs1
  MRP reversal: -3
  MRP reversal cytotoxicity: 96
  MRP reversal with doxorubicin: 99
  IL1B NFkB pot: 59*
  IL1B NFkB pot cell count 2 µM: 146*
  Bcl-B displacement: -5%
  PLAP inhibitors HTS: 18%
  NFkB transloc inh: -59
  NFkB transloc inh cell count 2 µM: 146
NS(=O)(=O)c1ccc(CCNC(=O)COC(=O)C2CCCN2C(=O)c2cccs2)cc1 (stereo unspecified)
  MRP reversal: 4
  MRP reversal cytotoxicity: 102
  MRP reversal with doxorubicin: 99
  IL1B NFkB pot: -12
  IL1B NFkB pot cell count 2 µM: 205
  Bcl-B displacement: 0%
  PLAP inhibitors HTS: 7%
  NFkB transloc inh: 12
  NFkB transloc inh cell count 2 µM: 205

High-throughput results deposited in PubChem BioAssay by several laboratories.
